Source: PubChem (several laboratories)
Autophagy mod = autophagy modulators in MEF cells, primary screen, imaging, high-content, MEF GFP-LC3. AID 463193, 2010. MEF GFP-LC3 puncta imaging; test concentration mostly 10 µM. 190,000 compounds, 0.98% hits. calls only at 10 µM (by protocol);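 active means percentage of spot-positive cells more than 3 SD above its plate mean, without a fluorescence outlier flag or 80% toxicity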;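 further: spot-positive cell cutoff set from DMSO-treated cells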
Ins promoter up = insulin promoter activators in MIN6 cells, imaging, high-content screening, mouse beta cells | MIN6 insulin promoter-GFP reporter; active compounds read high | z-score at 5 µM | 190,000 compounds, 0.3% hits;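 active means z-score above 3 at 5 µM with at least 500 cells counted in the well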
MT stabilizer = microtubule stabilizers in HeLa cells, primary screen, imaging, high-content imaging; HeLa tubulin immunostaining HCS, 24 h; share of cells brighter than vehicle mean+2SD; % tubulin-high responders, % at 10 µM; 200,000 compounds, 0.83% hits; AID 2205, 2009;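 active means plate Z-score above 3 for both tubulin-high and condensed-nucleus cell shares, with cell loss under 80%, at 10 µM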;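 further: anti alpha tubulin signal scored within the nucleus-defined area of each cell; some results filed as inactive read as strong as hits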
b-catenin transl = modulators of beta-catenin nuclear translocation, primary screen, imaging, HeLa cells, immunofluorescence, high-content; nuclear translocation activity, % at 5 µM; 190,000 compounds, 0.3% hits;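 active means nuclear translocation activity above 50% at 5 µM, with a well cell count of 50 or more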;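 further: per-cell ratio of nuclear to cytoplasmic median beta-catenin stain intensity; plate controls were DMSO negative control for no effect and GSK-3 inhibitor IX positive control for full effect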
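test system = HeLa cells, endogenous beta-catenin | dosing = single 5 µM dose plus 0.02–20 µM confirmation series | times = compound treatment 24 h, 37°C, 5% CO2 | technique = beta-catenin immunofluorescence imaging with DAPI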
XIAP antagonists = XIAP antagonists, biochemical, IAP family, fluorescence polarization (AID 1018). XIAP BIR domain, fluorescence polarization peptide displacement; higher % means a stronger effect. one-dose displacement, % at 20 µM; IC50 in µM for titrated hits. 200,000 compounds, 0.007% hits; in the data active means displacement above about 50%; further: a part of the inactive calls stands beside numbers as strong as those of hits
ER stress rescue = rescue of cells from ER stress-induced death, primary screen, 384-well, CSM14.1, thapsigargin, ATP luminescence (AID 1222); CSM14.1 thapsigargin-induced death rescue, ATP luminescence; higher % means a stronger effect; one-dose cellular ATP content (survival), % at 20 µM; EC50 in µM for titrated hits; 190,000 tested, under 10 active;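 active means EC50 below 50 µM in the dose-response confirmation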;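 further: death triggered by thapsigargin at about 15 µM added after 2 h compound pretreatment; cell ATP read after overnight thapsigargin exposure of roughly 18 to 22 hours; normalized against plate controls of thapsigargin alone and 5% DMSO vehicle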
Dynein cargo inh = inhibitors of GR-EGFP nuclear translocation, primary screen, dynein cargo transport inhibitor project, imaging, high-content, 3617.4 mouse cells; test concentration mostly 20 µM; stimulated with dexamethasone, 1 µM; active compounds read low; z-score, hits read low; 220,000 compounds, 0.47% hits;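 active means plate z-score of nuclear minus cytoplasmic receptor signal below a set negative limit, without overly bright fluorescence or cell loss, cut at about -3.5 in these data, passing the limit was not always enough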;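 further: z-score of nuclear minus cytoplasmic ring GR-EGFP intensity difference per well; some compounds called inactive have numbers as strong as hits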
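Also added: dexamethasone, 1.0 µM final. Medium: tet-free, stripped-serum medium. Detection: fixed, Hoechst-stained cells imaged at 10x for EGFP. Read-out: nuclear-to-cytoplasmic GR-EGFP distribution per well. Times: induction 48 h, compound 1 h, agonist 30 min.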
WT yeast gro inh = growth inhibition of WT strain, primary screen, mitochondrial fusion inhibitor project, WT and mutant strains, chemical genetic | mitochondrial fusion phenotypic screen | inhibition, % at 10 µM | 190,000 compounds, 2.1% hits | AID 1362, 2008; in the data active means inhibition above about 58%; tested in S. cerevisiae
Hep lipid drop = inhibitors of hepatocyte lipid droplet formation, primary screen, imaging, high-throughput imaging, BODIPY stain | AML12 mouse hepatocytes, oleate lipid droplets | inhibition, % at 6.5 µM | 240,000 compounds, 0.4% hits;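 active means lipid droplet intensity inhibited by at least 50%, with more than 500 cells counted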
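material = mouse AML12 hepatocyte cell line, fixed after treatment | also added = 100 µM oleic acid challenge | doses = compound at 6.5 µM only | schedule = overnight exposure | technique = Image-based BODIPY and DAPI two-channel analysis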
WT yeast gro inh mutant strain = also measured in WT yeast gro inh; calls as there; inhibition, %; mitochondrial fusion phenotypic screen, mutant strain inhibition
Dynein cargo inh cytoplasmic EGFP = recorded beside Dynein cargo inh, whose call it bears; z-score; measured here: cytoplasmic GR-EGFP intensity; active compounds read high
Dynein cargo inh nuclear GR-EGFP = also measured in Dynein cargo inh; calls as there; z-score; measured here: nuclear GR-EGFP intensity;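 lower value marks the stronger effect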
Dynein cargo inh cell count = second read-out of Dynein cargo inh, no call of its own (marks repeat the call); z-score; measured here: cell count per field
Ins promoter up cell count = second read-out of Ins promoter up, no call of its own (marks repeat the call); cell count; measured here: cytotoxicity, nuclei count;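 total cells summed across four imaged fields per well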
Hep lipid drop cells 6.5 µM = recorded beside Hep lipid drop, whose call it bears; cell count; measured here: cell count, cytotoxicity flag;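 cells counted across two imaged fields per well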
b-catenin transl cell count 5 µM = recorded beside b-catenin transl, whose call it bears; cell count; measured here: cell count, cytotoxicity flag
MT stabilizer Hoechst-high % = recorded beside MT stabilizer, whose call it bears; % Hoechst-high responders; measured here: nuclear condensation Hoechst responders;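 share of cells brighter than vehicle mean plus two SD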
MT stabilizer cytotoxicity % = recorded beside MT stabilizer, whose call it bears; toxicity, %; measured here: cytotoxicity by cell density;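 0% = mean cell density of plate MIN control wells and 100% = no cells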
Autophagy mod cell loss 18 h = further read-out of Autophagy mod, marked with its call; toxicity, %; measured here: cell loss, nuclei count;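 cell loss after 18 h compound exposure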
Active calls of the source: *; i = inactive; . = not tested or not shown.

SMILES	Autophagy mod	Autophagy mod cell loss 18 h	Ins promoter up	Ins promoter up cell count	MT stabilizer	MT stabilizer Hoechst-high %	MT stabilizer cytotoxicity %	b-catenin transl	b-catenin transl cell count 5 µM	XIAP antagonists	ER stress rescue	Dynein cargo inh	Dynein cargo inh cytoplasmic EGFP	Dynein cargo inh nuclear GR-EGFP	Dynein cargo inh cell count	WT yeast gro inh	WT yeast gro inh mutant strain	Hep lipid drop	Hep lipid drop cells 6.5 µM
O=C(Oc1c(-c2ccco2)oc2ccccc2c1=O)c1cccnc1	i	12	0.3	1654	4.3	1.2	6.4	-4.0	981	-3.8%	-3.5%	0.22	-0.29	-0.05	0.39	22	0	2	679
O=C1c2ccccc2C(=O)C12OC(c1ccccc1)C1(C(=O)c3ccccc3C1=O)C2c1ccc([N+](=O)[O-])cc1 (stereo not drawn)	i	-7	.	.	3.0	1.3	1.7	.	.	.	.	0.25	-0.21	0.56	-0.44	13	11	.	.
O=C1c2ccccc2CCC12N=NCC2c1ccccc1 (stereo not drawn)	i	3	.	.	2.4	2.0	7.2	.	.	-2.5%	-0.9%	-0.65	-0.13	-0.95	-0.6	-14	-21	.	.
COc1ccc(CCNc2ccc(N3C(=O)CC(C)C3=O)cc2[N+](=O)[O-])cc1 (stereo not drawn)	i	4	0.09	907	7.1	1.8	6.6	-0.1	1136	-3.4%	-6.2%	-0.71	-0.26	-0.45	0.77	9	14	-2	688
COCCNC(=O)CN1CCC(NC(=O)c2ccco2)CC1	i	-6	0.23	1520	2.4	1.8	4.7	0.3	947	-10%	2.1%	3.3	-0.13	1.1	-0.89	4	-12	-7	712
Cc1cccc(C)c1NC(=O)COC(=O)Cc1ccsc1	i	-11	.	.	3.0	2.7	9.5	1.3	928	-2.0%	-0.7%	-1	-0.21	0.075	0.87	-10	0	4	644
Cc1cccc(N2CC(c3nc4ccccc4[nH]3)CC2=O)c1 (stereo not drawn)	i	-1	-1.3	1699	2.6	3.0	8.0	-4.1	1133	-3.3%	-0.8%	1.2	-0.15	1	-1.8	-5	1	-11	679
Cc1ccc(C)c(-c2cc(C(=O)NCc3cccs3)c3ccccc3n2)c1	i	7	-0.14	1589	0.3	1.4	6.7	0.2	1293	-3.0%	-0.6%	1.6	-0.21	0.47	-0.61	21	15	.	.
COc1ccc(-c2nn(C)c(=O)c3ccccc23)cc1CNC(=O)c1ccco1	i	-5	-0.59	1007	3.5	2.1	19	3.3	1036	-0.6%	2.2%	0.099	-0.2	0.65	-0.77	-27	1	-6	749
Cc1[nH]c2ccccc2c1C(=O)COC(=O)C(C)C	i	-15	-0.58	993	2.2	1.5	5.5	-5.3	1287	-0.8%	2.9%	1.1	-0.11	1.1	0.2	11	12	10	813

Continued; the last 2 above are carried over.
SMILES	Autophagy mod	Autophagy mod cell loss 18 h	Ins promoter up	Ins promoter up cell count	MT stabilizer	MT stabilizer Hoechst-high %	MT stabilizer cytotoxicity %	b-catenin transl	b-catenin transl cell count 5 µM	XIAP antagonists	ER stress rescue	Dynein cargo inh	Dynein cargo inh cytoplasmic EGFP	Dynein cargo inh nuclear GR-EGFP	Dynein cargo inh cell count	WT yeast gro inh	WT yeast gro inh mutant strain	Hep lipid drop	Hep lipid drop cells 6.5 µM
COc1ccc(-c2nn(C)c(=O)c3ccccc23)cc1CNC(=O)c1ccco1	i	-5	-0.59	1007	3.5	2.1	19	3.3	1036	-0.6%	2.2%	0.099	-0.2	0.65	-0.77	-27	1	-6	749
Cc1[nH]c2ccccc2c1C(=O)COC(=O)C(C)C	i	-15	-0.58	993	2.2	1.5	5.5	-5.3	1287	-0.8%	2.9%	1.1	-0.11	1.1	0.2	11	12	10	813
CN1CCN(CCCNC(=O)c2ccc(CSCc3cccc(Cl)c3)o2)CC1	i	36	-0.63	1594	5.7	3.5	11	1.2	1266	-5.6%	1.6%	3.5	0.016	2.3	-3.4	-17	-4	.	.
Cn1nc(-c2ccc(Cl)cc2)c2cc(C(=O)N3CCN(c4ccccc4)CC3)sc21	i	12	-0.68	989	6.0	2.5	8.0	.	.	-0.6%	0.9%	-0.52	-0.15	-0.24	0.39	9	2	.	.
O=C(Nc1ccccc1)c1ccccc1NS(=O)(=O)c1ccc(Cl)s1	i	17	-3.5	556	3.1	1.0	0.6	6.2	991	0.6%	0.9%	-0.15	-0.17	-0.24	-1.7	53	74	-48	728
Cc1ccc(-c2ccc(=O)[nH]n2)cc1	i	1	.	.	3.0	2.0	9.0	0.1	923	-2.7%	2.3%	-0.63	-0.19	-0.072	1.1	4	-9	-4	719
CC(C)N(C)C1CCN(C(=O)Nc2ccc(Cl)cc2)CC1	i	-4	-0.93	1417	3.6	2.5	7.3	-3.5	978	-2.3%	0.9%	1.8	-0.084	1	-1.2	-20	-8	.	.
CC1CC(=O)Nc2cc([N+](=O)[O-])ccc2N1 (stereo not drawn)	.	.	0.95	1033	.	.	.	-0.1	1405	.	.	-0.74	-0.23	0.036	1	.	.	-1	748
Cc1ccc(C2C3=C(Nc4[nH]n(-c5ccccc5)c(=O)c42)c2ccccc2C3=O)cc1 (stereo not drawn)	i	6	0.05	1252	1.3	1.0	3.9	-0.9	896	-3.4%	-0.2%	-0.76	-0.21	-0.16	0.68	-1	-6	5	695
CCC(C)C(=O)NCCc1ccc(S(N)(=O)=O)cc1 (stereo not drawn)	i	1	0.03	1396	1.3	2.4	5.2	-2.6	509	-2.0%	3.9%	-0.48	-0.29	-0.6	0.75	3	-3	-1	598
Cc1ccc(CN2CCC(C(=O)NCCC(C)C)CC2)o1	i	0	-0.64	1368	2.6	3.1	9.2	1.8	1110	0.4%	-0.9%	0.0042	-0.19	0.3	-0.14	-15	-7	.	.
COc1cc(-c2nn3c(COc4ccccc4)nnc3s2)cc(OC)c1OC	i	16	-0.23	1081	6.1	1.9	13	-7.4	1020	2.5%	0.6%	-0.46	-0.15	-0.0031	-0.036	14	11	.	.

Arranged by the number under Dynein cargo inh nuclear GR-EGFP (high to low): some entries from above.
SMILES	Dynein cargo inh nuclear GR-EGFP
CN1CCN(CCCNC(=O)c2ccc(CSCc3cccc(Cl)c3)o2)CC1	2.3
COc1cc(-c2nn3c(COc4ccccc4)nnc3s2)cc(OC)c1OC	-0.0031
Cc1ccc(-c2ccc(=O)[nH]n2)cc1	-0.072
O=C(Nc1ccccc1)c1ccccc1NS(=O)(=O)c1ccc(Cl)s1	-0.24

New compounds follow:
SMILES	Autophagy mod	Autophagy mod cell loss 18 h	Ins promoter up	Ins promoter up cell count	MT stabilizer	MT stabilizer Hoechst-high %	MT stabilizer cytotoxicity %	b-catenin transl	b-catenin transl cell count 5 µM	XIAP antagonists	ER stress rescue	Dynein cargo inh	Dynein cargo inh cytoplasmic EGFP	Dynein cargo inh nuclear GR-EGFP	Dynein cargo inh cell count	WT yeast gro inh	WT yeast gro inh mutant strain	Hep lipid drop	Hep lipid drop cells 6.5 µM
COC(=O)/C=C1/SC(=Nc2ccc(C)cc2C)NC1=O	i	19	0.55	1416	2.9	1.8	0.1	0.8	1382	-1.9%	-0.6%	-0.62	-0.17	0.37	-0.2	-6	1	.	.
O=C(NCC1CCCO1)C1c2ccccc2C(=O)N1Cc1ccc2c(c1)OCO2 (stereo not drawn)	i	0	-0.01	1476	3.7	3.5	5.5	0.1	1348	-7.8%	-0.4%	-0.26	-0.25	0.043	0.033	38	28	.	.
CCCn1c(=O)c(C(=O)c2ccccc2)nc2ccccc21	i	-22	-0.31	1556	2.1	1.5	7.9	-2.2	1279	-0.9%	-0.9%	-0.19	-0.21	0.69	0.58	8	-6	.	.
CCOC(=O)c1nn(-c2ccccc2)c(C)c1C(C)=O	i	-3	.	.	1.1	1.3	7.2	.	.	-7.9%	-0.4%	0.73	-0.27	0.52	0.18	-3	-16	14	787
Nc1cc(-c2nc3ncccc3o2)ccc1Cl	i	-2	0.34	1209	4.1	3.2	3.3	-2.3	1088	-5.7%	-0.7%	-0.37	-0.28	-0.16	1.1	12	10	11	728
CC(C)(C)c1ccc(C2CC2C(=O)N/N=C\c2cc3ccccc3nc2Cl)cc1 (stereo not drawn)	i	1	.	.	2.0	1.6	9.0	.	.	-6.1%	2.7%	1.2	-0.2	-0.37	-0.12	22	14	.	.
COc1cc2c(C(=O)N3CCN(c4cccc(Cl)c4)CC3)cn(CC(C)C)c(=O)c2cc1OC	i	-12	-1.4	789	3.1	0.5	5.8	.	.	-4.8%	0.7%	0.15	-0.15	0.27	-0.12	10	6	-4	730
O=C(O)CSc1nnc(-c2ccco2)o1	i	-1	0.39	1205	5.7	3.5	8.4	-0.5	1127	-1.7%	0.6%	1.1	-0.25	0.73	-0.47	-5	-1	.	.
Clc1ccc(CSc2ccc(-c3ccco3)nn2)cc1	i	1	-0.54	1246	1.9	2.0	5.2	-0.2	1145	-9.6%	-1.6%	-0.76	-0.26	-0.51	1	-7	-6	11	704
O=C(NNc1nc2c(F)cccc2s1)c1cc(=O)c2ccccc2o1	i	27	-0.28	1456	1.8	1.7	8.5	-0.8	1006	-4.3%	-0.1%	0.36	1.1	0.74	-0.68	-7	0	2	732
OC(CN1C2=NCCN2c2ccccc21)c1ccc(Br)cc1 (stereo not drawn)	i	28	-1	1241	2.0	1.7	2.8	-4.3	1010	-5.4%	-4.1%	-0.28	-0.13	-0.22	-0.017	-22	-2	.	.
CC(=O)OCC1OC(Sc2cccc3cccnc23)C(OC(C)=O)C(OC(C)=O)C1OC(C)=O (stereo not drawn)	i	-27	0.18	1453	2.7	1.4	2.2	-0.9	1398	-1.2%	-1.6%	-0.58	-0.16	0.18	-0.31	6	2	.	.
